From PubChem BioAssay
FID counter: compounds displacing fluorescent DNA intercalator, primary screen, artefact control for HCV NS3 helicase inhibitor project, biochemical, FID fluorescence. DNA fluorescent intercalator displacement. inhibition, % at 7.9 µM. hit rate 0.17% among 290,000; in the data active = inhibition above about 37%;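 also: 0% = vehicle and 100% = reference compound; higher means more ethidium bromide displaced from hairpin DNA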
MEKK2 mut-MEK5: MEK5 binding signal on mutant MEKK2 PB1, primary screen, biochemical, multiplex bead flow cytometry, Alexa488-MEK5; Alexa488-MEK5 binding to MEKK2 mutant; percent response, % at 10 µM; hit rate 0.35% among 290,000; AID 1530, 2009; in the data active = percent response above about 24%, passing the limit was not always enough; also: inactives centre near 1; some results filed as inactive read as strong as hits
VIM-2 inhibitor: VIM-2 metallo-beta-lactamase inhibitors, primary screen, biochemical, epi-absorbance readout, Pseudomonas aeruginosa enzyme | purified VIM-2, nitrocefin hydrolysis, epi-absorbance fluorescence | inhibition, % at 5.6 µM | hit rate 0.89% among 290,000;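 active = inhibition above the mean of all tested compounds plus 3 SD, cutoff set per screening run, cut at about 7.5% in these data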;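 also: red hydrolysis product quenches plate fluorescence so inhibitors raise well fluorescence; 0% = enzyme with DMSO and 100% = DMSO without enzyme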
IMP-1 inh: IMP-1 metallo-beta-lactamase inhibitors, primary screen, biochemical, epi-absorbance readout, Pseudomonas aeruginosa enzyme; metallo-beta-lactamase IMP-1 (Pseudomonas aeruginosa); purified IMP-1, nitrocefin hydrolysis, epi-absorbance fluorescence; inhibition, % at 5.6 µM; hit rate 0.45% among 290,000; AID 1556, 2009;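 active = inhibition above the mean plus 3 SD of all compounds in the same screening run, cut at about 4.5% in these data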;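 also: 0% = IMP-1 with DMSO and 100% = DMSO wells lacking enzyme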
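Material – recombinant IMP-1 enzyme, purified · Amount – IMP-1 0.2 nM before substrate addition · Medium – HEPES buffer pH 7.1 with ZnSO4 and Brij 35 · Timing – 25 °C, 15 min preincubation, 25 min reaction · Measured by – plate fluorescence quenching by hydrolysis product, ex 480/em 530 nm · Read-out – percent enzyme inhibition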
MEKK2 WT-MEK5: modulators of MEK5 binding to wildtype MEKK2, primary screen, biochemical, multiplex bead flow cytometry, Alexa488-MEK5. AID 1531, 2009. Alexa488-MEK5 binding to MEKK2 WT; actives lie on both sides. binding response (% of control), % at 10 µM. Mitogen-activated protein kinase kinase kinase 2 (Homo sapiens), Q9Y2U5. hit rate 1.1% among 290,000; in the data active = binding response below about 67% or above about 130%
HCV NS3 hel inh: inhibitors of HCV NS3 helicase, primary screen, biochemical, Cy5 molecular beacon fluorescence | Hepatitis C virus NS3 helicase | NS3 helicase DNA unwinding | inhibition, % at 10.9 µM | hit rate 0.56% among 290,000 | AID 1800, 2009;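 active = inhibition above the mean of all tested compounds plus 3 SD, set per campaign, cut at about 35% in these data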;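 also: 0% = DMSO wells and 100% = thioflavine S control wells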
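Material: hepatitis C virus NS3 helicase domain fragment enzyme; measured by: Cy5 fluorescence, 0 and 60 min reads; control set: DMSO and thioflavine S; incubation: 60 min unwinding reaction at 25 °C after ATP addition; read-out basis: % inhibition from 60/0 min fluorescence ratio, DMSO 0%, thioflavine S 100%; repeats: singlicate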
PfM18AAP inh: PfM18AAP inhibitors, malaria aminopeptidase, primary screen, biochemical, QFRET, recombinant enzyme; M18 aspartyl aminopeptidase (Plasmodium falciparum 3D7); AID 1822, 2009; inhibition, % at 7.35 µM; H-Glu-NHMec fluorogenic cleavage; hit rate 1.2% among 290,000;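 active = inhibition above the campaign mean inhibition over all tested compounds plus 3 SD, cut at about 28% in these data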;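 also: 0% = plate median of test compound wells and 100% = 2 mM ZnCl2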
UBC9 SUMO inh: inhibitors of in vitro SUMOylation cascade, primary screen, biochemical, HTRF, uHTS. SUMO-conjugating enzyme UBC9 (Homo sapiens), P63279. HTRF SUMOylation assay, SAE1/SAE2 + UBC9. inhibition, % at 35 µM. hit rate 0.36% among 290,000; in the data active = inhibition above about 50%, passing the limit was not always enough; also: strong numbers were not always called active
Target sequence (P63279 whole entry, looked up): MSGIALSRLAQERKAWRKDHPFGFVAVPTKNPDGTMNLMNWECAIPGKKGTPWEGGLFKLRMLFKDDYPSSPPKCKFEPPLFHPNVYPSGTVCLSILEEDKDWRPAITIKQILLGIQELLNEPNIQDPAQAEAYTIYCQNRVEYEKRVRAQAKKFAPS
NALP1 inh: NALP1 inflammasome inhibitors in reconstituted yeast, colorimetric, S. cerevisiae, triplicate retest; inhibition, % at 10 µM; hit rate 0.61% among 280,000; S. cerevisiae NALP1/ASC/caspase-1 growth, X-gal OD620, 72 h; in the data active = inhibition mostly above about 24%, no sharp cut-off; inactive = mostly below about 32%; also: some compounds called inactive have numbers as strong as hits
The depositor's hits bear a star; . = not tested or not shown; & = joins results of further samples; [ ] = another dose, or the depositor's remark.

SMILES | FID counter | MEKK2 mut-MEK5 | VIM-2 inhibitor | IMP-1 inh | MEKK2 WT-MEK5 | HCV NS3 hel inh | PfM18AAP inh | UBC9 SUMO inh | NALP1 inh
COc1ccc(NC(=O)C2CCCN(S(=O)(=O)c3c(C)[nH]c(=O)[nH]c3=O)C2)cc1Cl (centres undefined) | -9 | -2 | -2.2 | -3.5 | 96 | 8 | -6 | 8 | 7
CN(C)C(=O)c1cc(C(=O)c2ccccc2Cl)c[nH]1 | -1 | 2 | -1.7 | -2.0 | 104 | -7 | -7 | 15 | -3
Cc1ccc2cc(/C=N/NC(=O)c3ccccc3O)c(Cl)nc2c1 | -4 | -3 | -4.2 | -4.2 | 110 | 1 | -8 | 4 | 13
COc1cccc(NC(=O)Nc2cccn(Cc3ccccc3)c2=O)c1 | -15 | -4 | -2.0 | 0.9 | 94 | -4 | 2 | 3 | 9
CSc1ccccc1Nc1ncnc(N)n1 | -6 | 9 | 0.1 | -0.7 | 101 | 6 | -6 | -1 | 12
CC(C)(C)c1nnc(N/N=C/c2ccc(Br)cc2)n(N)c1=O | -2 | -1 | -2.9 | -1.1 | 106 | 7 | 43* | -4 | 32
O=C(CC1C(=O)NCCN1Cc1ccc(-c2ccccc2)cc1)NCc1ccccc1 (centres undefined) | -41 | -7 | -0.5 | -2.4 | 92 | -9 | -10 | 3 | 22
FC(F)(F)c1ccc(Cl)c(-n2c(-c3ccco3)n[nH]c2=S)c1 | -24 | 6 | -2.1 | -5.4 | 102 | 5 | 13 | -2 | -18
c1cc(-c2nnc3n2CCCCC3)ccn1 | 5 | 1 | -0.9 | -3.4 | 101 | -1 | -2 | -27 | 5
CCCOc1cccc(C2/C(=C(/O)c3ccc(F)cc3)C(=O)C(=O)N2CCN(C)C)c1 (centres undefined) | -7 | 2 | -2.2 | 0.4 | 107 | -4 | -5 | 5 | -17
CCS(=O)(=O)CCSc1nc2ccccc2s1 | -1 | -4 | -1.8 | -3.8 | 88 | -2 | -7 | 10 | 10
CCOC(=O)CC1C(=O)NCCN1C(=S)NC(=O)c1ccccc1OC (centres undefined) | -10 | 5 | -1.9 | -0.6 | 109 | 0 | -8 | 11 | 3
Nc1ccc(SCCN2C(=O)c3ccccc3C2=O)cc1 | 1 | 1 | 0.6 | -0.4 | 100 | 2 | 11 | 6 | 0
CCC(=O)Oc1cccc(C(=O)Nc2ccc(-c3nnc(-c4ccco4)o3)cc2)c1 | -8 | 2 | -2.6 | -2.9 | 107 | 9 | 5 | 24 | 16
CC(C)CNC(=O)CSc1nnc(-c2ccccn2)n1Cc1ccccc1 | -25 | 2 | -3.5 | -3.6 | 103 | 1 | -3 | 3 | 1
CCCCNC(=O)c1sc2nc(C)cc(COC)c2c1-n1cccc1 | -29 | . | -2.8 | -2.0 | . | -8 | 4 | 11 | -4
COc1ccc(NC(C)=O)cc1NC(C)c1nc2sc(C)c(C)c2c(=O)[nH]1 (centres undefined) | -13 | -2 | -1.9 | -1.9 | 93 | 1 | 3 | 5 | 14
CCC(C(=O)N/N=C(\C)c1cccnc1)c1ccccc1 (centres undefined) | -22 | 3 | 0.7 | -0.3 | 104 | -7 | -2 | 1 | 14
Cc1nn(C)c(C(=O)NC(=S)Nc2ccc([N+](=O)[O-])cc2)c1Cl | 9 | 8 | -4.7 | -1.0 | 103 | 13 | 9 | -13 | -12
CCOC(=O)C1(C/C(C)=N/NC(N)=O)CC(C)(C)OC1=O (centres undefined) | -3 | 2 | -3.8 | -4.2 | 100 | 8 | -2 | 4 | 26
Cc1nn2c(N)csc2nc1=O | 5 | -6 | -2.8 | -2.5 | 69*[inhibitor] | -6 | 7 | 19 | -12
COC(=O)c1cc(C(=O)OC)n(Cc2ccc(F)cc2)n1 | -3 | -2 | -0.8 | -3.2 | 94 | 4 | 8 | 0 | 9
OC(CN1CCCCC1)Cn1c2ccc(Cl)cc2c2cc(Cl)ccc21 (centres undefined) | 29 | 48* | 2.7 | 3.8 | 203* | -59 | 10 | -25 | 49*
Cc1ccc(C)n1-n1cnc2sc3c(c2c1=O)CCC3 | -1 | 5 | -0.6 | -0.3 | 104 | 2 | -1 | -8 | -7
CC(=O)Nc1cccc(NC(=O)COC(=O)CO/N=C(\C)c2ccc3c(c2)OCO3)c1 | -26 | 7 | -2.9 | -5.0 | 103 | -9 | -8 | 2 | 8
COC(=O)c1ccc(/C=N/NC(=O)CC(=O)NCc2cccnc2)cc1 | -2 | -9 | -0.5 | -0.8 | 92 | -6 | -2 | 21 | 0
COc1ccc(N(CC(=O)Nc2ccc(C(N)=O)cc2)S(=O)(=O)c2ccc(C)c([N+](=O)[O-])c2)cc1 | 9 | 6 | -1.4 | -2.1 | -7.0* | 0 | -2 | 5 | 0
Cc1c(C(=O)N2CCN(CCc3ccccc3)CC2)oc2ccccc12 | -13 | 5 | -0.8 | -2.6 | 101 | -23 | -4 | -19 | 10
COc1ccccc1-c1ccc(/C=C2/C=C(C)OC2=O)o1 | -28 | -3 | -1.0 | -1.0 | 87 | 15 | -5 | 16 | 19
CCOC(=O)C[n+]1ccc2c([nH]c3ccccc32)c1C | 4 | -1 | 2.5 | 4.0 | 102 | -4 | 1 | 34 | 5

Some of the entries above, reformatted.
compound: OC(CN1CCCCC1)Cn1c2ccc(Cl)cc2c2cc(Cl)ccc21 (centres undefined)
  FID counter: 29; MEKK2 mut-MEK5: 48*; VIM-2 inhibitor: 2.7; IMP-1 inh: 3.8; MEKK2 WT-MEK5: 203*; HCV NS3 hel inh: -59; PfM18AAP inh: 10; UBC9 SUMO inh: -25; NALP1 inh: 49*
compound: Cc1ccc(C)n1-n1cnc2sc3c(c2c1=O)CCC3
  FID counter: -1; MEKK2 mut-MEK5: 5; VIM-2 inhibitor: -0.6; IMP-1 inh: -0.3; MEKK2 WT-MEK5: 104; HCV NS3 hel inh: 2; PfM18AAP inh: -1; UBC9 SUMO inh: -8; NALP1 inh: -7
compound: CC(=O)Nc1cccc(NC(=O)COC(=O)CO/N=C(\C)c2ccc3c(c2)OCO3)c1
  FID counter: -26; MEKK2 mut-MEK5: 7; VIM-2 inhibitor: -2.9; IMP-1 inh: -5.0; MEKK2 WT-MEK5: 103; HCV NS3 hel inh: -9; PfM18AAP inh: -8; UBC9 SUMO inh: 2; NALP1 inh: 8
compound: COC(=O)c1ccc(/C=N/NC(=O)CC(=O)NCc2cccnc2)cc1
  FID counter: -2; MEKK2 mut-MEK5: -9; VIM-2 inhibitor: -0.5; IMP-1 inh: -0.8; MEKK2 WT-MEK5: 92; HCV NS3 hel inh: -6; PfM18AAP inh: -2; UBC9 SUMO inh: 21; NALP1 inh: 0

Further compounds
SMILES | FID counter | MEKK2 mut-MEK5 | VIM-2 inhibitor | IMP-1 inh | MEKK2 WT-MEK5 | HCV NS3 hel inh | PfM18AAP inh | UBC9 SUMO inh | NALP1 inh
Cc1ccccc1NC(=O)c1ccc2c(c1)OCCO2 | -2 | -5 | -1.9 | -1.7 | 89 | 3 | 10 | 12 | 10
Cc1[nH]nc2c1-c1nc3ccccc3nc1C(C)(C)C2 | -8 | -2 | -0.7 | 0.6 | 92 | 5 | -13 | 7 | -4
CCOc1ccc(N(CC(=O)N/N=C/c2ccc(OC(C)C)cc2)S(C)(=O)=O)cc1 | -21 | 1 | -2.8 | -2.4 | 100 | -7 | 2 | -11 | 35
Cc1ccc(NC(=O)CSc2nnc(CCNC(=O)OC(C)(C)C)o2)c(C)c1 | -13 | -3 | -3.7 | 0.3 | 93 | 0 | 1 | -12 | 6
CCOC(=O)Nc1c(C(=O)OC)[nH]c2cccc(OC)c12 | 0 | -2 | -1.0 | -2.0 | 101 | -3 | 7 | 21 | 12
CN(C(=O)c1ccco1)c1nc2c(s1)CCCC2 | -3 | 5 | 0.4 | 0.5 | 104 | 6 | 10 | -2 | 12
Cc1ccc(N2C(=O)C3C(C(=O)c4ccccc4)=NN(c4ccccc4)C3C2=O)cc1 (centres undefined) | -42 | -2 | 0.9 | -2.5 | 84 | 4 | -5 | 21 | 9
O=C1CC(c2ccc(O)cc2)Oc2cc(O)cc(O)c21 (centres undefined) | -3 | 6&-4 | -2.6 | 1.2 | 111&95 | -1 | 4 | 12 | 20
CCc1c(C)nc(N2CCN(c3ccc(F)cc3)CC2)[nH]c1=O | -16 | 1 | -0.2 | 1.2 | 106 | -4 | -5 | 12 | 3
O=C(COC(=O)/C=C/c1ccc(C(F)(F)F)cc1)NCc1ccco1 | -14 | 2 | -2.9 | -4.6 | 96 | 35 | 15 | 7 | -3
COc1cc2c(cc1NC(=O)CN(C)Cc1ccc(OC)c(OC)c1)oc1ccccc12 | 2 | 6 | -0.2 | -1.8 | 112 | -34 | -7 | -9 | 21
CS(=O)(=O)N1CCN(c2nc(-c3ccc(F)cc3)cs2)CC1 | -12 | 5 | -2.9 | -4.5 | 102 | -4 | -9 | 10 | 4
CC(C)Oc1cccc(C(=O)O)c1 | -1 | -3 | -0.3 | -0.6 | 97 | 10 | -3 | -17 | 2
O=C(Cn1nc(-c2ccccc2F)ccc1=O)Nc1ccc(S(=O)(=O)N2CCCCCC2)cc1 | -4 | -2 | -6.3 | -1.4 | 100 | -1 | 0 | -1 | 35
CN(C(=O)CSc1nnc(-c2c[nH]c3ccccc23)o1)C1CCS(=O)(=O)C1 (centres undefined) | -4 | -40 | -2.1 | -2.0 | 99 | -9 | 1 | 3 | 10
Cc1ccccc1N=C1Nc2ccccc2CS1 | -6 | 2 | -1.3 | -2.2 | 102 | -13 | 13 | 7 | 8
O/N=C/c1ccccc1OCc1ccc(Cl)cc1 | 0 | 3 | -5.7 | -2.8 | 109 | 1 | 2 | 2 | 8
O=C(c1cc(N2CCOCC2)c(F)cc1[N+](=O)[O-])N1CCOCC1 | -3 | 9 | -2.4 | -1.3 | 97 | -6 | 1 | 5 | -18
CCOc1cc(/C=C2/SC(=O)N(CC(=O)N3CCc4ccccc4C3)C2=O)ccc1OCC(=O)O | -11 | -1 | 0.0 | -2.3 | 103 | -5 | 7 | -2 | -6
COc1ccc2nc(NC(C)=O)sc2c1 | -4 | 1 | -1.4 | -1.7 | 104 | 2 | -4 | 14 | 4
